Screens: PubChem BioAssay, several laboratories
KOR beta-arrestin-1: KOR antagonists, beta-arrestin recruitment, cell-based, luminescence, uHTS (AID 1778); KOR beta-arrestin recruitment, luminescence, antagonist mode; higher % means a stronger effect; inhibition, % at 10 µM, or IC50 in µM where a hit was titrated; hit rate 0.091% among 290,000; also: strong numbers were not always called active
GPR35 arrestin U2OS: GPR35 antagonists blocking zaprinast-driven arrestin recruitment, primary screen, imaging, U2OS, beta-arrestin-GFP, zaprinast agonist (AID 2058) | U2OS GPR35 beta-arrestin-GFP translocation imaging, zaprinast antagonism; higher % means a stronger effect | inhibition, % at 10 µM, or IC50 in µM where a hit was titrated | hit rate 0.052% among 290,000;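 active = inhibition of at least 50% with at least 30 cells and total cytoplasm GFP at most 10,000,000; inconclusive = under 30 cells or total GFP of 10,000,000 plus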
HIV fusion peptide: cell-free HIV fusion peptide-binding blockers – biochemical, uHTS, fluorescence dequenching, primary screen (AID 1986) | inhibition, % at 20 µM; hits with a dose series show IC50 in µM | cell-free peptide binding, fluorescence dequenching, 30 min; higher % means a stronger effect | hit rate 0.3% among 290,000; in the data active = inhibition mostly above about 52%, no sharp cut-off; inactive = mostly below about 76%; also: some results filed as inactive read as strong as hits
NOD2 inhibition: inhibition of NOD2-driven NF-kB reporter – cell-based, luminescence, uHTS, HEK293 (AID 1566); hit rate 0.63% among 290,000; HEK293 NOD2/NF-kB luciferase reporter, luminescence; higher % means a stronger effect; inhibition, % at 4 µM, or EC50 in µM where a hit was titrated; also: many of its hits are not listed in these tables
GPR55 LPI antagonism: GPR55 antagonists blocking LPI-driven arrestin recruitment, primary screen, imaging, U2OS, beta-arrestin-GFP, LPI agonist (AID 2013). U2OS GPR55 beta-arrestin-GFP translocation imaging, LPI antagonism; higher % means a stronger effect. one-dose inhibition, % at 10 µM; IC50 in µM for titrated hits. hit rate 0.13% among 290,000;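 active = spots per cell inhibited over 60%, with over 100 cells counted and total cytoplasm intensity under 500,000; inconclusive = wells with under 100 cells, flagged as likely toxic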;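 also: U2OS cells stably carrying GPR55 and arrestin-GFP stimulated by 5 µM LPI near EC80; imaged beta-arrestin-GFP aggregate spots per cell after agonist stimulation; plate controls were LPI-stimulated DMSO wells for no effect and DMSO wells without LPI for full effect; some results filed as inactive read as strong as hits; confirmed hits need IC50 under 10 µM and bright autofluorescent wells are also inconclusive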
Myeloid diff MLP: compounds promoting myeloid differentiation; calls only at 10 µM; ER-HoxA9 myeloid progenitors, lysozyme-GFP differentiation, flow cytometry; hit rate 1% among 360,000; AID 624256;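 active = normalized GFP-positive differentiation at or above the plate's own cutoff, the solvent-only control mean plus 3 SD; inconclusive = no clear call, values can overlap the other calls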;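 also: cells exposed to compound for four days before flow analysis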
NOD1 NF-kB reporter: inhibition of NOD1-driven NF-kB reporter – cell-based, luminescence, uHTS, primary screen (AID 1578); NOD1-driven NF-kB luciferase reporter cells, luminescence; higher % means a stronger effect; one-dose inhibition, % at 4 µM; EC50 in µM for titrated hits; hit rate 1% among 290,000; in the data active = inhibition mostly above about 36%, no sharp cut-off; inactive = mostly below about 34%;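 also: HEK-293T reporter cells stimulated with the NOD1 agonist gamma-tri-DAP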
KOR beta-arrestin-2: KOR agonists, beta-arrestin recruitment, primary screen, cell-based, luminescence, uHTS (AID 1777). KOR beta-arrestin recruitment, luminescence; higher % means a stronger effect. one-dose activation, % at 10 µM; EC50 in µM for titrated hits. hit rate 0.02% among 280,000; in the data active = activation above about 50%, passing the limit was not always enough; also: a part of the inactive calls stands beside numbers as strong as those of hits
GPR55 activation: GPR55 agonists via beta-arrestin recruitment, primary screen, imaging, U2OS cells, beta-arrestin-GFP redistribution (AID 1961) | activation, % at 10 µM; hits with a dose series show EC50 in µM | U2OS GPR55 beta-arrestin-GFP redistribution imaging; higher % means a stronger effect | hit rate 0.048% among 290,000;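 active = activation above 40% with more than 50 cells counted in the well; inconclusive = wells holding fewer than 50 cells, flagged as toxic or sparse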;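 also: U2OS osteosarcoma cells stably expressing GPR55 and beta-arrestin-GFP; plate controls were DMSO negative control for no effect and LPI positive control for full effect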
Myeloid diff MLP GFP+ MAC1+ %: also measured in Myeloid diff MLP; calls as there; GFP+ MAC1+ double positive, %; measured here: differentiation confirmed by MAC1 staining
* marks the source's active call; other numbers are inactive results; i = inactive; ? = inconclusive; nt = not tested or not shown; [ ] = another dose, or the depositor's remark. Rule as the data show it, unless noted: active = inhibition above about 50%; inactive = the rest. Not all compounds are listed; the hit share may differ from the screen's.

1: Cc1cc(=O)n2c(nc3ccccc32)[nH]1
2: O=C(N/N=C/c1ccc(OC(=O)c2ccco2)cc1)c1ccccn1
3: CCCCN(C(=S)Nc1ccc(F)cc1)c1c(N)n(CCC)c(=O)[nH]c1=O
4: C=CC(=O)N=c1sc2ccccc2n1-c1ccccc1
5: O=C(Nc1c2c(nn1-c1cccc(Cl)c1)CS(=O)(=O)C2)c1ccco1
6: COc1ccc(N2C(=O)NC3CC2(C)Oc2ccc(Br)cc23)cc1OC (stereo unspecified)
7: COc1ccc(NS(=O)(=O)c2nnc(NC(=O)c3ccccc3F)s2)cc1
8: O=C(/C=C/Nc1ccc(Nc2ccccc2)cc1)c1cccs1
9: Cc1ccc(C(=O)NNC(=O)CSc2nnc(C3CC3)n2C)cc1
10: NC(=O)c1c(/N=C/c2cccs2)sc2c1CCCC2

compound no.	1	2	3	4	5	6	7	8	9	10
KOR beta-arrestin-1	-25%	-10%	10%	28%	-37%	29%	-7%[20 µM]	-3%	-39%	-26%
GPR35 arrestin U2OS	1%	-11%	2%	42%	-6%	-15%	-8%	4%	-8%	2%
HIV fusion peptide	-1.0%	-2.6%	0.6%	-0.4%	3.0%	0.1%	7.0%	14%	-0.1%	-0.6%
NOD2 inhibition	1%	-45%	6%	20%	-10%	7%	3%	-105%	4%	-25%
GPR55 LPI antagonism	9%	6%	-5%	49%	0%	-6%	8%	-2%	10%	1%
Myeloid diff MLP	i	i	i	?	?	i	i	i	i	i
Myeloid diff MLP GFP+ MAC1+ %	0.5	0.2	0.3	nt	nt	0.8	3.0	1.6	1.4	0.6
NOD1 NF-kB reporter	-36%	-20%	-31%	11%	-11%	-1%	-17%	-62%	-38%	0%
KOR beta-arrestin-2	-3.8%	-2.8%	-2.6%	-3.7%	0.1%	-1.6%	-2.3%	-1.5%	1.3%	14%
GPR55 activation	0.4%	0.3%	-0.4%	3.7%	0.2%	-0.2%	-0.1%	-0.2%	-0.2%	0.8%

11: O=C(c1ccc([N+](=O)[O-])cc1)N1CCC(Cc2ccccc2)CC1
12: O=C(NC1CCCc2ccccc21)C1CCN(S(=O)(=O)c2ccccc2F)CC1 (stereo unspecified)
13: COc1cccc(C(=O)COC(=O)C2CC(=O)N(c3ccc(Oc4ccccc4OC)cc3)C2)c1 (stereo unspecified)
14: Cc1ccccc1NC(=O)Nc1cnccn1
15: Cc1cc(C)c2[nH]c(=O)c(CN(Cc3ccco3)C(=O)C3CCCO3)cc2c1 (stereo unspecified)
16: CC(=O)c1ccc(OCCOc2ccc(C#N)cc2)cc1
17: Cc1ccccc1OCC(=O)NNC(=O)c1cc(S(=O)(=O)N(C)C)ccc1N1CCCC1
18: CN(C)S(=O)(=O)c1ccc(NC(=O)COC(=O)c2n[nH]c3ccccc23)cc1
19: COc1cc(C#N)ccc1OCC(=O)NCc1cccs1
20: O=C(c1ccco1)N1CCN(C(=S)Nc2cccc([N+](=O)[O-])c2)CC1

compound no.	11	12	13	14	15	16	17	18	19	20
KOR beta-arrestin-1	-20%	11%	5%	-2%	27%	3%	-5%	-39%	-16%	2%
GPR35 arrestin U2OS	3%	-7%	1%	-10%	19%	-7%	-7%	-1%	-1%	-1%
HIV fusion peptide	-1.0%	2.4%	-0.9%	-0.9%	-0.2%	0.3%	0.7%	2.4%	-0.2%	0.5%
NOD2 inhibition	-7%	-19%	1%	-1%	1%	2%	10%	8%	8%	13%
GPR55 LPI antagonism	-10%	7%	14%	6%	-6%	5%	13%	-6%	-1%	21%
Myeloid diff MLP	i	i	i	i	i	i	i	i	i	i
Myeloid diff MLP GFP+ MAC1+ %	0.1	0.9	0.4	1.1	1.4	0.4	0.8	0.8	0.3	1.0
NOD1 NF-kB reporter	-23%	-6%	-4%	-22%	-6%	-11%	-22%	10%	-34%	-24%
KOR beta-arrestin-2	1.4%	6.4%	-1.9%	-1.2%	-1.6%	-4.6%	-0.4%	3.7%	-19%	-2.7%
GPR55 activation	-0.8%	-0.4%	-0.1%	-0.1%	-0.3%	-0.2%	0.0%	0.0%	0.1%	-0.3%

21: O=C(NCCc1nnc2ccc(NCCCN3CCOCC3)nn12)c1ccccc1
22: CC(=O)NN1C(=O)c2ccc(Oc3ccc4c(c3)C(=O)N(NC(C)=O)C4=O)cc2C1=O
23: CCN(CC)N=Nc1ccc(S(N)(=O)=O)cc1
24: Cc1cccc(N=Cc2cc(Br)cc(Cl)c2O)c1
25: c1csc(C(c2nnnn2C2CCCC2)N2CCOCC2)c1 (stereo unspecified)
26: CC(CCN1CCOCC1)c1ccccc1 (stereo unspecified)
27: CCc1ccc(N/C(SCc2cccc(F)c2)=C(/C#N)C(=O)NCc2ccco2)cc1
28: Cc1cc(NC(=O)CCCN2C(=O)c3cccc4cccc(c34)C2=O)no1
29: Cc1cc(C)c2c(=O)n(CC(=O)Nc3ccc(Cl)cc3)sc2n1
30: COc1cccc(NC(=O)Nc2cc(C(=O)NCC3CCCO3)ccc2N2CC3CC(C2)c2cccc(=O)n2C3)c1 (stereo unspecified)

compound no.	21	22	23	24	25	26	27	28	29	30
KOR beta-arrestin-1	16%	-22%[20 µM]	-20%	-29%	-1%	-33%[20 µM]	14%	5%	3%	3%
GPR35 arrestin U2OS	-3%	-14%	3%	-34%	-7%	2%	-1%	0%	16%	26%
HIV fusion peptide	-0.8%	1.3%	-1.8%	8.3%	2.2%	1.9%	4.5%	-1.3%	-1.4%	-0.8%
NOD2 inhibition	8%	-6%	-2%	10%	-5%	8%	2%	14%	8%	0%
GPR55 LPI antagonism	16%	5%	-4%	5%	-9%	-4%	-6%	4%	6%	-2%
Myeloid diff MLP	i	nt	i	i	i	i	i	i	i	i
Myeloid diff MLP GFP+ MAC1+ %	1.6	nt	0.2	0.2	1.3	0.9	5.8	1.4	0.4	12
NOD1 NF-kB reporter	-22%	-20%	35%	-4%	-19%	-28%	3%	-54%	-12%	-2%
KOR beta-arrestin-2	1.2%	1.7%	-1.0%	-0.3%	6.5%	-2.3%	6.2%	-4.1%	2.7%	-3.8%
GPR55 activation	0.0%	-0.1%	-0.1%	0.0%	-0.2%	0.1%	-0.1%	-0.2%	-0.1%	-0.1%

31: O=c1cnc2ccccc2n1Cc1ccc(Br)cc1
32: CCc1nnc(NC(=O)CN2CCN(CC)CC2)s1
33: CCCNCC(O)Cn1c2ccccc2n2c(=O)cc(C)c(C#N)c12 (stereo unspecified)
34: O=[N+]([O-])c1ccc(N2CCCC2)cc1N1CCCC1
35: COc1cccc(NC(=O)C2CC(=O)OC23CCOC(C)(C)C3)c1 (stereo unspecified)
36: COC(=O)c1cn(S(=O)(=O)c2ccccc2)c2ccccc12
37: CC1CCCN(CCC(=O)c2ccc(Br)cc2)C1 (stereo unspecified)
38: O=C(O)COc1ccccc1C1C2C(=O)N(c3ccccc3)C(=O)C2ON1c1ccccc1 (stereo unspecified)
39: CCOC(=O)c1cnc(-n2nc(C)cc2C)nc1N(C)C
40: O=C(CC(c1ccccc1)c1ccccc1)NCCO

compound no.	31	32	33	34	35	36	37	38	39	40
KOR beta-arrestin-1	-7%	-43%[20 µM]	-33%	-25%	18%	0%	4%	37%	-17%	4%
GPR35 arrestin U2OS	0%	-5%	-5%	6%	2%	5%	-1%	-5%	10%	-7%
HIV fusion peptide	-1.8%	1.5%	0.1%	-4.3%	1.6%	1.3%	4.9%	9.1%	-0.9%	0.3%
NOD2 inhibition	-18%	12%	17%	3%	15%	3%	6%	5%	-36%	10%
GPR55 LPI antagonism	11%	2%	7%	8%	-3%	8%	7%	-3%	20%	-4%
Myeloid diff MLP	i	i	i	i	nt	i	i	i	i	nt
Myeloid diff MLP GFP+ MAC1+ %	3.0	0.5	0.5	1.4	nt	0.5	0.1	0.5	0.7	nt
NOD1 NF-kB reporter	-18%	6%	-9%	9%	12%	-8%	2%	-6%	-39%	3%
KOR beta-arrestin-2	-4.4%	3.2%	3.2%	2.6%	-3.4%	3.0%	-1.5%	2.1%	1.1%	-3.6%
GPR55 activation	-0.2%	-0.1%	-0.2%	0.0%	-0.2%	0.0%	0.7%	-0.1%	-0.3%	-0.2%

Laid out differently: results already given
Values run as follows: KOR beta-arrestin-1 | GPR35 arrestin U2OS | HIV fusion peptide | NOD2 inhibition | GPR55 LPI antagonism | Myeloid diff MLP | Myeloid diff MLP GFP+ MAC1+ % | NOD1 NF-kB reporter | KOR beta-arrestin-2 | GPR55 activation
34) O=[N+]([O-])c1ccc(N2CCCC2)cc1N1CCCC1
→ -25% | 6% | -4.3% | 3% | 8% | i | 1.4 | 9% | 2.6% | 0.0%
35) COc1cccc(NC(=O)C2CC(=O)OC23CCOC(C)(C)C3)c1 (stereo unspecified)
→ 18% | 2% | 1.6% | 15% | -3% | nt | nt | 12% | -3.4% | -0.2%
36) COC(=O)c1cn(S(=O)(=O)c2ccccc2)c2ccccc12
→ 0% | 5% | 1.3% | 3% | 8% | i | 0.5 | -8% | 3.0% | 0.0%
37) CC1CCCN(CCC(=O)c2ccc(Br)cc2)C1 (stereo unspecified)
→ 4% | -1% | 4.9% | 6% | 7% | i | 0.1 | 2% | -1.5% | 0.7%
38) O=C(O)COc1ccccc1C1C2C(=O)N(c3ccccc3)C(=O)C2ON1c1ccccc1 (stereo unspecified)
→ 37% | -5% | 9.1% | 5% | -3% | i | 0.5 | -6% | 2.1% | -0.1%
39) CCOC(=O)c1cnc(-n2nc(C)cc2C)nc1N(C)C
→ -17% | 10% | -0.9% | -36% | 20% | i | 0.7 | -39% | 1.1% | -0.3%
40) O=C(CC(c1ccccc1)c1ccccc1)NCCO
→ 4% | -7% | 0.3% | 10% | -4% | nt | nt | 3% | -3.6% | -0.2%

Other entries follow.
41: CCc1cccc2c(C(=O)CSc3nncn3C)c[nH]c12
42: CCCCNC(=O)c1ccc(NC(=O)C2CCCO2)cc1 (stereo unspecified)
43: c1ccc2c(Nc3nc(N4CCOCC4)c4ccccc4n3)cccc2c1
44: O=C(Nc1ccc2c(c1)OCO2)C(c1ccc(Cl)cc1)N1CCN(C(=O)c2ccco2)CC1 (stereo unspecified)

compound no.	41	42	43	44
KOR beta-arrestin-1	11%	-28%	-64%	23%
GPR35 arrestin U2OS	-6%	3%	-3%	16%
HIV fusion peptide	-0.9%	0.7%	1.2%	-1.1%
NOD2 inhibition	3%	-27%	11%	4%
GPR55 LPI antagonism	5%	6%	6%	13%
Myeloid diff MLP	i	i	i	i
Myeloid diff MLP GFP+ MAC1+ %	0.2	0.6	0.5	0.2
NOD1 NF-kB reporter	-37%	3%	26%	-19%
KOR beta-arrestin-2	-3.1%	-2.2%	6.2%	0.0%
GPR55 activation	-0.7%	-0.1%	-0.2%	-0.1%
